EWS-Fli block: blocks EWS/Fli oncoprotein-driven transcription. A673 NR0B1-luciferase reporter, viability-normalised. inhibition, % at 12.6 µM. 0.67% of 350,000 active;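 active = mean inhibition of at least 50% after viability correction, with every replicate also passing that limit; inconclusive = mean reaches 50% but only one of two replicates passes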;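 note: firefly luciferase signal divided by Alamar Blue viability fluorescence both relative to DMSO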
GSIS activator: GLuc luminescence reporter in INS-1E cells, primary screen for activators of glucose-dependent secretion of insulin | INS-1E GLuc reporter insulin secretion, 2-3 h | activation, % at 16.6 µM | 0.61% of 370,000 active;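 active = lowest replicate activation of at least 40%, so every replicate reaches that level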;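 note: 0% = median of neutral control wells and 100% = median of IBMX positive control wells; some compounds called inactive have numbers as strong as hits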
FN deposit inh: fibronectin deposition inhibition. AH1F fibroblasts, Alexa488-fibronectin deposition fluorescence, overnight. inhibition, % at 12.6 µM. 0.086% of 350,000 active;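 active = mean inhibition across replicates of 30% or more, regardless of how many single replicates reach that level; inconclusive = mean under 30% yet at least half of replicates reach 30%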;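 note: positive control wells lacked labelled fibronectin entirely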
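Material: AH1F fibroblasts assembling fluorescent fibronectin matrix; amount: 10000 AH1F cells/well; medium: DMEM, 2% serum; reagent: Alexa488-fibronectin, 24 nM final in well; dosing: single compound dose, delivered by pin transfer; incubation: 1 h adhesion, overnight exposure; detection: fluorescence after three HBSS washes, excitation 485 nm, emission 525 nm; measure: fibronectin deposition inhibition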
miR-122 sensor: blocks miR-122 activity in Huh7 sensor cells. AID 602342. 0.3% of 340,000 active. activation (reporter increase), % at 12.5 µM. Huh7 miR-122 Renilla luciferase sensor, 48 h; neutral wells = 0, positive control = 100;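 active = mean replicate activation score at least 90 and every replicate individually at or above 90; inconclusive = only one of the two criteria met; inactive = neither criterion met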;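 note: higher luciferase means less miR-122 activity so hits act as miR-122 inhibitors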
F508del corr: correctors of CFTR F508del function in bronchial epithelial cells | CFBE cells, YFP halide quenching; stimulated with forskolin plus potentiator P3; % fluorescence drop versus neutral controls | 0.36% of 350,000 active | activity (quench increase), % at 7.58 µM | AID 720511;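 active = mean added fluorescence quench of at least 8% versus neutral control, with both replicates also reaching 8%; inconclusive = only one of the mean or replicate conditions met; inactive = mean below 8% and not both replicates reaching 8%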;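 note: cells transiently co-express mutant CFTR-F508del with the halide-sensitive YFP; corrector assay measuring rescue of mutant channel to the surface after 24 h compound exposure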
PAX8 reporter: inhibitors of PAX8 transcriptional activity in RMG-I cells. inhibition, % at 12.6 µM. 1.2% of 360,000 active. RMG-I TPO-luciferase reporter, SteadyGlo, 24 h;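 active = mean replicate inhibition at least 60% with every replicate also reaching 60%; inconclusive = only one of the two criteria is met; inactive = mean below 60% and not all replicates reaching 60%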;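 note: luciferase light reporting Pax8 driven TPO promoter activity; plate controls were median of neutral control wells for no effect and mitoxantrone controls for full effect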
DENV2 CPE: DENV2-induced cell death inhibition. DENV2-infected cells, cytopathic effect rescue, plate reader. 1.7% of 350,000 active. CPE inhibition, % at 9.99 µM. AID 651640; in the data active = CPE inhibition above about 20%, passing the limit was not always enough; inconclusive = no clear call, values can overlap the other calls; tested in BHK-21 cells;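 note: 0% = median of neutral control wells and 100% = median of positive control wells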
* marks the source's active call; other numbers are inactive results; [ ] = dose if it differs, or a comment.

Results for COC(=O)C1(C(C[N+](=O)[O-])c2ccc(C)cc2)C(=O)NCC1c1ccco1 (stereo not drawn) ?
EWS-Fli block: -7; GSIS activator: 12; FN deposit inh: -25; miR-122 sensor: 3; F508del corr: -0.9; PAX8 reporter: -7; DENV2 CPE: -1

What do the screens show for `CCN(CC)CC1C(=O)N(c2ccc(OC)cc2)C1c1ccccc1` (stereo not drawn)?
EWS-Fli block: -1; GSIS activator: 26; FN deposit inh: 4; miR-122 sensor: 5; F508del corr: 2.1; PAX8 reporter: -24; DENV2 CPE: 6

What do the screens show for `CCNC(=O)[C@H]1[C@H](CO)[C@H]2Cn3c(ccc(/C=C/c4ccccc4)c3=O)[C@@H]1N2`?
EWS-Fli block: -5; GSIS activator: 26; miR-122 sensor: -4[16.7 µM]; F508del corr: 1.0; PAX8 reporter: -26; DENV2 CPE: 3

How did Cc1ccc(C(=O)/C=C/c2cc(Br)cc(Br)c2O)o1 do in these assays?
EWS-Fli block: 4; GSIS activator: 0; FN deposit inh: 1; miR-122 sensor: 14; F508del corr: 1.1; PAX8 reporter: -34; DENV2 CPE: 0

How did CN(C)C(=O)c1cn(-c2ccccc2)nc1-c1cccc([N+](=O)[O-])c1 do in these assays?
EWS-Fli block: -20; GSIS activator: -1; miR-122 sensor: -6; F508del corr: 0.6; PAX8 reporter: -3; DENV2 CPE: -4

Results for C[C@H](NC(=O)C[C@@H]1C=C[C@@H](NC(=O)c2cccnc2)[C@H](CO)O1)c1ccccc1 ?
EWS-Fli block: -2; GSIS activator: 5; FN deposit inh: -3; F508del corr: -0.8; PAX8 reporter: 0; DENV2 CPE: inconclusive

What do the screens show for `Cc1ccc(S(=O)(=O)N[C@H]2CC[C@@H](CC(=O)NCCc3ccncc3)O[C@@H]2CO)cc1`?
EWS-Fli block: 0; GSIS activator: 16; F508del corr: 1.3; PAX8 reporter: -12; DENV2 CPE: 4

How did CCOc1ccc(-c2c(=O)n(OCC)c3ccccc3[n+]2[O-])cc1 do in these assays?
EWS-Fli block: -21; GSIS activator: 3; FN deposit inh: 1; miR-122 sensor: -9; F508del corr: -4.9; PAX8 reporter: -1; DENV2 CPE: 0

How did CN(C)CCCNc1nc(N)c([N+](=O)[O-])c(NCCO)n1 do in these assays?
EWS-Fli block: -17; GSIS activator: 6; FN deposit inh: 8; miR-122 sensor: 20; F508del corr: 1.9; PAX8 reporter: -20; DENV2 CPE: 0

How did C[C@H]1CN([C@@H](C)CO)C(=O)c2cc(NC(=O)Cc3cn(C)c4ccccc34)ccc2O[C@H]1CN(C)CC1CCCCC1 do in these assays?
EWS-Fli block: 2; GSIS activator: 2; miR-122 sensor: 1[16.7 µM]; F508del corr: 4.3; DENV2 CPE: 4

How did O=C(NCc1ccccc1)c1cc[n+](CC(=O)c2cccs2)cc1 do in these assays?
EWS-Fli block: 8; GSIS activator: 1; FN deposit inh: -12; miR-122 sensor: 0; F508del corr: 1.2; PAX8 reporter: -7; DENV2 CPE: -3

Results for CC(C)N(Cc1cn(C)nc1-c1cccc(Cl)c1)CC1CCC(=O)N1 (stereo not drawn) ?
EWS-Fli block: 16; GSIS activator: -3; FN deposit inh: -43; miR-122 sensor: -3; F508del corr: -3.5; PAX8 reporter: -1; DENV2 CPE: 6

Results for CCCC(=O)Nc1ccc2c(c1)C(=O)N(C)[C@@H]1CC[C@H](CC(=O)NCC(F)(F)F)O[C@@H]1CO2 ?
EWS-Fli block: 4; GSIS activator: 11; FN deposit inh: 8; miR-122 sensor: -7[16.7 µM]; F508del corr: -3.8; PAX8 reporter: 2; DENV2 CPE: -3

What do the screens show for `CC(C)C(=O)Nc1nnc(S(=O)(=O)N2c3ccccc3CC2C)s1` (stereo not drawn)?
EWS-Fli block: -9; GSIS activator: 9; FN deposit inh: -3; miR-122 sensor: -4; F508del corr: 1.0; PAX8 reporter: -20; DENV2 CPE: 14

Results for Cc1sc2ncnc(N3CCN(CCOc4ccc(Cl)cc4)CC3)c2c1C ?
EWS-Fli block: 6; GSIS activator: -29; miR-122 sensor: -12; F508del corr: 2.6; DENV2 CPE: 6

What do the screens show for `Cc1cccc(-c2nnc(NC(=O)c3cccs3)s2)c1`?
EWS-Fli block: -54; GSIS activator: 30; FN deposit inh: 3; miR-122 sensor: 6; F508del corr: -2.1; PAX8 reporter: 14; DENV2 CPE: -2

What do the screens show for `CCn1cc(C(=O)N(C)c2ccccc2F)c2cc(OC)c(OC)cc2c1=O`?
EWS-Fli block: 8; GSIS activator: 12; FN deposit inh: 1; miR-122 sensor: 1; F508del corr: 0.8; PAX8 reporter: -1; DENV2 CPE: -1

What do the screens show for `O=C(Nc1ccccc1)N1C[C@H]2[C@@H](c3ccccc31)[C@@H](CO)N2C(=O)c1ccncc1`?
EWS-Fli block: -23; GSIS activator: 9; miR-122 sensor: 17[16.7 µM]; F508del corr: -1.6; PAX8 reporter: -54; DENV2 CPE: 15

What do the screens show for `CCOc1cc(C(=O)OCC(=O)NC(C)c2ccccc2)ccc1OCC(=O)N1CCOCC1` (stereo not drawn)?
EWS-Fli block: 7; GSIS activator: -3; FN deposit inh: 4; miR-122 sensor: -5; F508del corr: 0.1; PAX8 reporter: 2; DENV2 CPE: -7

How did Cc1cc(C)cc(CC(=O)N2CCC2(C)C(=O)NS(=O)(=O)c2ccc(C(C)(C)C)cc2)c1 (stereo not drawn) do in these assays?
EWS-Fli block: 4; GSIS activator: 8; FN deposit inh: -6; miR-122 sensor: 1; F508del corr: -1.0; PAX8 reporter: -10; DENV2 CPE: 2

How did CSc1ncccc1C(=O)OCC(=O)NC1CCCC1 do in these assays?
EWS-Fli block: 1; GSIS activator: 15; FN deposit inh: -2; miR-122 sensor: 0; F508del corr: -3.0; PAX8 reporter: -4; DENV2 CPE: -4

How did Cc1ccc2nc(-c3ccccc3)cc(C(=O)Nc3cccnc3)c2c1 do in these assays?
EWS-Fli block: 6; GSIS activator: -43; FN deposit inh: -4; F508del corr: 2.4; PAX8 reporter: -5; DENV2 CPE: 6

How did c1ccc(-c2nc(C3CCCCC3)c3sccc3n2)cc1 do in these assays?
EWS-Fli block: -4; GSIS activator: 23; FN deposit inh: 5; miR-122 sensor: 4; F508del corr: 0.2; PAX8 reporter: -5; DENV2 CPE: -11

Results for C[C@@H]1CN([C@H](C)CO)S(=O)(=O)c2ccc(C#Cc3ccccn3)cc2O[C@@H]1CN(C)C ?
EWS-Fli block: -5; GSIS activator: 8; FN deposit inh: -5; miR-122 sensor: 28[16.7 µM]; F508del corr: -2.1; PAX8 reporter: 0; DENV2 CPE: 7

Results for O=C(OCC(=O)N(CCc1ccccc1)Cc1ccccc1)c1ccc(F)c(S(=O)(=O)N2CCOCC2)c1 ?
EWS-Fli block: 2; GSIS activator: 5; FN deposit inh: 7; miR-122 sensor: 0; F508del corr: -0.6; PAX8 reporter: 13; DENV2 CPE: 15

What do the screens show for `CO[C@H]1CN(C)C(=O)c2cc(NC(C)=O)ccc2OC[C@H](C)N(CC2CC2)C[C@H]1C`?
EWS-Fli block: -1; GSIS activator: 5; FN deposit inh: 6; F508del corr: -2.3; PAX8 reporter: 10; DENV2 CPE: 0

How did COC(=O)[C@@]12CCCCN1[C@H](c1ccc(-c3ccccc3)cc1)[C@@H]1C(=O)N(C)C(=O)[C@@H]12 do in these assays?
EWS-Fli block: -27; GSIS activator: -9; FN deposit inh: -13; F508del corr: 3.2; PAX8 reporter: 11; DENV2 CPE: -4

How did C[C@H](CO)N1C[C@H](C)[C@H](CN(C)Cc2ccncc2)Oc2cc(-c3ccncc3)ccc2S1(=O)=O do in these assays?
EWS-Fli block: 2; GSIS activator: 6; FN deposit inh: -26; miR-122 sensor: 0[16.7 µM]; F508del corr: 0.3

Results for CC1CCN(C(=O)COc2ccc(Nc3ccccc3)cc2)CC1 ?
EWS-Fli block: -2; GSIS activator: -4; F508del corr: -3.6; PAX8 reporter: 17; DENV2 CPE: 0

How did CC1=C(C(=O)OC(C)C)C(c2cccs2)n2ncnc2N1 (stereo not drawn) do in these assays?
EWS-Fli block: -1; GSIS activator: -15; FN deposit inh: -5; miR-122 sensor: -2; F508del corr: 0.7; PAX8 reporter: 2; DENV2 CPE: 4

Results for O=C(O)CCCNS(=O)(=O)Cc1ccccc1 ?
EWS-Fli block: -4; GSIS activator: 12; miR-122 sensor: 0; F508del corr: 0.3; PAX8 reporter: -2

What do the screens show for `CO[C@@H]1CN(C)C(=O)c2cc(NC(C)=O)ccc2OC[C@H](C)N(C(=O)C2CCC2)C[C@H]1C`?
GSIS activator: -9; FN deposit inh: -3; F508del corr: -1.5; DENV2 CPE: -8

What do the screens show for `COc1ccc(S(=O)(=O)N[C@H]2C=C[C@H](CC(=O)NCCc3ccncc3)O[C@H]2CO)cc1`?
GSIS activator: 11; FN deposit inh: 1; F508del corr: -2.8; DENV2 CPE: -7

Results for O=C(CSc1c(Cl)cccc1Cl)NC1CCCc2ccccc21 (stereo not drawn) ?
EWS-Fli block: 2; GSIS activator: 41*; FN deposit inh: -4; miR-122 sensor: 14; F508del corr: -2.4; PAX8 reporter: 9; DENV2 CPE: 11

What do the screens show for `Cc1cccc(C)c1NC(=O)CNC(=O)c1ccncc1`?
EWS-Fli block: -5; GSIS activator: 20; FN deposit inh: -3; miR-122 sensor: 5; F508del corr: -1.8; PAX8 reporter: -10; DENV2 CPE: -3

2 entries picked at random from those above, as already listed:
What do the screens show for `CO[C@@H]1CN(C)C(=O)c2cc(NC(C)=O)ccc2OC[C@H](C)N(C(=O)C2CCC2)C[C@H]1C`?
GSIS activator: -9; FN deposit inh: -3; F508del corr: -1.5; DENV2 CPE: -8

Results for Cc1sc2ncnc(N3CCN(CCOc4ccc(Cl)cc4)CC3)c2c1C ?
EWS-Fli block: 6; GSIS activator: -29; miR-122 sensor: -12; F508del corr: 2.6; DENV2 CPE: 6

Some of these compounds in order of molecular weight, descending.
Results for O=C(OCC(=O)N(CCc1ccccc1)Cc1ccccc1)c1ccc(F)c(S(=O)(=O)N2CCOCC2)c1 ?
EWS-Fli block: 2; GSIS activator: 5; FN deposit inh: 7; miR-122 sensor: 0; F508del corr: -0.6; PAX8 reporter: 13; DENV2 CPE: 15

What do the screens show for `CO[C@@H]1CN(C)C(=O)c2cc(NC(C)=O)ccc2OC[C@H](C)N(C(=O)C2CCC2)C[C@H]1C`?
GSIS activator: -9; FN deposit inh: -3; F508del corr: -1.5; DENV2 CPE: -8

What do the screens show for `CO[C@H]1CN(C)C(=O)c2cc(NC(C)=O)ccc2OC[C@H](C)N(CC2CC2)C[C@H]1C`?
EWS-Fli block: -1; GSIS activator: 5; FN deposit inh: 6; F508del corr: -2.3; PAX8 reporter: 10; DENV2 CPE: 0

How did CC1=C(C(=O)OC(C)C)C(c2cccs2)n2ncnc2N1 (stereo not drawn) do in these assays?
EWS-Fli block: -1; GSIS activator: -15; FN deposit inh: -5; miR-122 sensor: -2; F508del corr: 0.7; PAX8 reporter: 2; DENV2 CPE: 4

How did CSc1ncccc1C(=O)OCC(=O)NC1CCCC1 do in these assays?
EWS-Fli block: 1; GSIS activator: 15; FN deposit inh: -2; miR-122 sensor: 0; F508del corr: -3.0; PAX8 reporter: -4; DENV2 CPE: -4

Results for O=C(O)CCCNS(=O)(=O)Cc1ccccc1 ?
EWS-Fli block: -4; GSIS activator: 12; miR-122 sensor: 0; F508del corr: 0.3; PAX8 reporter: -2

Screens: PubChem, Broad Institute
